# Rtt109 HAT inh = inhibitors of C. albicans Rtt109/Vps75 HAT, primary screen, biochemical, ThioGlo CoA-SH fluorescence, plate reader; Histone acetyltransferase RTT109 (Candida albicans (strain SC5314 / ATCC MYA-2876)), …; purified Rtt109/Vps75, 4 h; inhibition, % at 34.9 µM; 330,000 compounds, 0.16% hits;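 active = inhibition of at least 50% in every replicate; inconclusive = best replicate reaches 50% inhibition but some replicates fall short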
# Target sequence (Q5AAJ8 whole entry, looked up): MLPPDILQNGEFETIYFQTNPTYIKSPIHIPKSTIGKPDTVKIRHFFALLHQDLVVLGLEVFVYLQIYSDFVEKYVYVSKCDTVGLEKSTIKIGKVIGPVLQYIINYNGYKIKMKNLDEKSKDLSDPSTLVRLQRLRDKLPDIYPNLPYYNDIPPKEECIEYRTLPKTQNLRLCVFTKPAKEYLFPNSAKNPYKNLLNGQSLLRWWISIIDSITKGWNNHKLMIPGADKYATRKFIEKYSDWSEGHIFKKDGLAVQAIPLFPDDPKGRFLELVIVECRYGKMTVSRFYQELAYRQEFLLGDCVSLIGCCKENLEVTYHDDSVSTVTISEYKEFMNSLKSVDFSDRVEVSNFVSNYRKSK
# RTF Ca sens inh = cardiac RTF calcium sensitivity inhibitors, primary screen, biochemical, IANBD-TnC fluorescence, EC70 calcium. Troponin I, cardiac muscle (Homo sapiens) + Troponin T, cardiac muscle (Homo sapiens) + …. IANBD-labeled cardiac RTF, Ca2+ fluorescence. inhibition, % at 7.15 µM. 340,000 compounds, 0.12% hits;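 active = inhibition above the mean inhibition of all tested compounds plus 3 SD, cut at about 17% in these data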;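 note: assay run at fixed EC70 calcium of 1.6 mM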
# SUMO Mot1 rescue = yeast Mot1-301 growth rescue at high temperature, primary screen, SUMOylation pathway inhibitor project, S. cerevisiae, ATP luminescence, 38.5C. S. cerevisiae Mot1-301 growth rescue; percent above DMSO median, 100 means doubled. 320,000 compounds, 1% hits. growth rescue, % at 18.8 µM;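 active = every valid replicate shows activation above 250% relative to neutral control wells; inactive = the rest, any valid replicate at or below 250%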;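 note: OY570 slx delta 5 strain wells were the positive control but not used for scaling; some compounds called inactive have numbers as strong as hits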
# PfHsp90 yeast 2 = growth inhibition of PfHsp90-expressing yeast, primary screen, antimalarial PfHsp90 inhibitor project, S. cerevisiae, BacTiter-Glo luminescence, single point, set 2; BacTiter-Glo ATP, 48 h; yeast lacking PDR1 and PDR3 efflux regulators; inhibition, % at 9.4 µM; 310,000 compounds, 0.32% hits;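 active = every replicate shows inhibition above about 80%, whatever the replicate mean, limit read from the data; inconclusive = mean inhibition reaches the set limit but some replicate falls short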;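 note: 0% = DMSO neutral controls and 100% = 20 µM radicicol positive controls; yeast relying on Plasmodium falciparum Hsp90 in place of its own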
# C-LANA FP = inhibitors of KSHV C-LANA binding to DNA, primary screen, biochemical, fluorescence polarization, FAM-LBS DNA, MBP-C-LANA, single point; Kaposi's sarcoma herpesvirus LANA C-terminal domain (residues 932-1162) DNA binding; inhibition, % at 9 µM; 340,000 compounds, 0.078% hits; AID 504423, 2011;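 active = highest replicate inhibition at or above 60% at 9 µM, even if other replicates fall short; inactive = all replicates below 60% inhibition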;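 note: 0% = neutral control wells and 100% = 4 µM acridine orange control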
# dFosB activator = activators of delta FosB homodimer, primary screen, biochemical, fluorescence polarization, TAMRA-CDK5 oligo, single point; Protein FosB (Mus musculus), P13346; purified delta FosB; percent of positive-control signal above neutral wells; activation, % at 25 µM; 340,000 compounds, 0.99% hits; AID 493131, 2011;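 active = mean activation above about 17%, with every replicate also reaching it, limit read from the data, passing the limit was not always enough; inconclusive = only one of the two conditions met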;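 note: fluorescence polarization rise as delta FosB binds a TAMRA Cdk5 AP-1 oligo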
# Target sequence (P13346 whole entry, looked up): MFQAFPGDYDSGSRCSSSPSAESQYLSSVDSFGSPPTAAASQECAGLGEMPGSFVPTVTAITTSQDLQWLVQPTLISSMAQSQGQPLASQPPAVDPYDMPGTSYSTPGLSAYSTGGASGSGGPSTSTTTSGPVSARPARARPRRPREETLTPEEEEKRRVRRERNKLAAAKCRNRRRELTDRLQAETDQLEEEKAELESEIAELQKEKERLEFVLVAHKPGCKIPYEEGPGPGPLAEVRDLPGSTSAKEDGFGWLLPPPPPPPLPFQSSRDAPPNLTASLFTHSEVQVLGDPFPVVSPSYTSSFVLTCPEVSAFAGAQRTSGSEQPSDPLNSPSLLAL
# cardiac RTF act = cardiac RTF calcium sensitivity activators, primary screen, biochemical, IANBD-TnC fluorescence, EC20 calcium. IANBD-labeled TnC RTF fluorescence at EC20 calcium; 0% EC20 calcium, 100% full calcium. activation, % at 7.2 µM. 340,000 compounds, 0.24% hits. AID 493008, 2010;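 active = activation above the mean over all tested compounds plus 3 SD, cut at about 30% in these data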;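 note: rise in fluorescence read as greater calcium sensitivity of cardiac thin filaments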
# CDK5 p35 inh = inhibitors of human CDK5/p35 kinase, primary screen, biochemical, single concentration. Cyclin-dependent kinase 5 (Homo sapiens) + Cyclin-dependent kinase 5 activator 1 (Homo …. Recombinant CDK5/p35, ADP-Glo luminescence, 60 min. inhibition, % at 10 µM. 330,000 compounds, 0.01% hits. AID 488839, 2010;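 active = highest replicate inhibition of at least 50% and at least 75% of replicates reaching 50%; inconclusive = only one of the two criteria met; inactive = both criteria failed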;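 note: plate controls were DMSO neutral control for no effect and GW8510 at 10 µM for full effect; many of its hits are not listed in these tables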
# Keap1-Nrf2 PPI = Keap1-Nrf2 protein-protein interaction inhibitors, primary screen, biochemical, fluorescence polarization, single point; Kelch-like ECH-associated protein 1 (Homo sapiens), Q14145; Keap1 Kelch-Nrf2 peptide fluorescence polarization, 1536-well; inhibition, % at 9.4 µM; 340,000 compounds, 0.15% hits; AID 504523, 2011; in the data active = inhibition above about 12%; inconclusive = no clear call, values can overlap the other calls; inactive = below about 7.3%;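 note: human Keap1 Kelch domain with fluorescein labeled Nrf2 9mer peptide probe; 0% = neutral control wells and 100% = peptide positive control; higher means more block of Keap1 binding to Nrf2 peptide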
# PvdQ inh = P. aeruginosa PvdQ acylase inhibitors, primary screen, biochemical, fluorescence, plate reader and imaging, single point. inhibition, % at 10 µM. purified PvdQ acylase. PvdQ acylase [Pseudomonas aeruginosa LESB58]. 340,000 compounds, 0.063% hits; in the data active = inhibition above about 30%, passing the limit was not always enough; inconclusive = no clear call, values can overlap the other calls;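 note: 0% = vehicle neutral wells and 100% = reference inhibitor wells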
# NSD2 HMT inh = NSD2 histone methyltransferase inhibitors, primary screen, biochemical, AlphaScreen, single concentration, set 2; Histone-lysine N-methyltransferase NSD2 (Homo sapiens), O96028; NSD2 peptide methylation, 120 min; inhibition, % at 12.5 µM; 310,000 compounds, 0.54% hits; AID 743445, 2014; in the data active = inhibition above about 50%
# An asterisk follows results filed as active; i = inactive; ? = inconclusive; nt = no result given. An unsorted share of the library. About 3.2% of those tested had a hit in this group.
# Under each structure – Rtt109 HAT inh	RTF Ca sens inh	SUMO Mot1 rescue	PfHsp90 yeast 2	C-LANA FP	dFosB activator	cardiac RTF act	CDK5 p35 inh	Keap1-Nrf2 PPI	PvdQ inh	NSD2 HMT inh
1	CCCN1CN(CCc2ccccc2)CNC1=S
  7	4	i	-22	-0.2	4	-2	nt	-1	18	-1
2	CC(C)(C)c1ccc(OCC(=O)NNC(=S)NC(=O)c2ccccc2[N+](=O)[O-])c(Br)c1
  14	1	37	-16	2.7	-5	-4	2.3	1	-6	9
3	C#CCNC(=O)C1=C[C@H](c2ccccc2)[C@@H](CCCO)[C@H](OCC)O1
  -10	0	16	-34	1.9	0	9	0.5	-7	-8	nt
4	CC(=O)c1ccc(OCCCC(=O)N2CCN(S(=O)(=O)c3ccc(C)cc3C)CC2)cc1
  -1	4	2	-15	-0.8	-10	-6	0.7	0	-2	-2
5	O=C(COc1ccc(Cl)cc1Cl)N/N=C1\CCCc2ccccc21
  -17	-12	-5	-86	0.3	-9	-6	-0.2	2	1	-1
6	CCCC(=O)Nc1ccccc1NC(=O)CCC
  1	-1	nt	-8	-1.8	2	6	-1.0	1	-7	-1
7	O=C(O)c1ccc(-c2ccc(Cl)cc2Cl)o1
  -5	-1	6	nt	-1.5	1	-2	6.6	-3	10	3
8	Cc1ccc(CN2CC(C(=O)Nc3ccc(C)c(S(=O)(=O)N4CCCCC4)c3)CC2=O)cc1 (centres undefined)
  16	-3	nt	-2	0.0	-16	-5	0.2	-6	5	1
9	COc1ccc(/C=C2\SC(=O)N(CCC(=O)NC3CCS(=O)(=O)C3)C2=O)cc1 (centres undefined)
  11	-4	7	-2	-1.0	2	-4	0.3	2	7	2
10	O=C1c2ccccc2C2(c3ccc(F)cc3)NCCN12 (centres undefined)
  -1	-1	-10	-22	-0.3	-9	6	-0.3	0	-4	-3
11	O=C(COC(=O)CNC(=O)c1cccc([N+](=O)[O-])c1)Nc1cccc(S(=O)(=O)N2CCCCC2)c1
  -3	-7	25	-3	-1.5	-6	-4	0.4	-2	-7	3
12	Cc1nc2sc(C(c3ccccc3)N3CCN(C(=O)c4ccco4)CC3)c(O)n2n1 (centres undefined)
  14	-8	-5	3	-1.1	-8	0	-2.9	-4	-6	0
13	CCN(CC)S(=O)(=O)c1ccc(OC)c(NC(=O)CSc2cc(C)ccc2C)c1
  0	10	-13	-11	0.0	-11	-3	0.8	-8	-14	0
14	C=CCOc1ccc(CNc2ccc(NC(=O)CCC)cc2)cc1OCC
  4	3	-1	72	2.0	2	-1	2.4	3	5	1
15	CC(C)OC(=O)c1c(F)c(F)c(N2CCOCC2)c(F)c1F
  nt	-9	28	15	1.3	0	15	-0.8	-1	-26	-2
16	CN(C)NC(=S)NC1(C)CCS(=O)(=O)C1 (centres undefined)
  -1	4	-8	-12	2.2	3	-12	-0.1	5	-7	-1
17	COc1ccccc1-n1cnc2cc(C(=O)NCC3CCCO3)ccc21 (centres undefined)
  1	-4	33	1	0.1	-1	0	-0.6	-5	-13	-3
18	COc1cccc(C(=O)NCCS(=O)(=O)N2CCN(C(=O)c3ccco3)CC2)c1
  12	4	-14	25	0.7	-9	7	0.7	-7	8	nt
19	CCC1=Nc2cc(C(=O)O)ccc2Sc2ccc(Cl)cc21
  -3	-4	11	-11	0.8	0	-2	-0.3	2	-5	nt
20	NC1=NC[C@@H](Cc2ccc(O)cc2)N1CCc1cccc2ccccc12
  5	1	-7	2	-0.6	-4	5	1.9	-5	-14	nt
21	CCCCOc1ccc(Cc2n[nH]c(=S)n2N)cc1
  4	2	-4	-25	0.4	-11	-2	-1.8	-4	-10	33
22	Cc1cccc(C(=O)Nc2ccc3c(c2)C(=O)NC3=O)c1
  -6	-1	-20	-3	-1.7	2	0	-1.9	-1	-15	nt
23	N#CCOC(=O)c1c2c(nc3ccccc13)CCC2
  2	0	-7	-11	0.1	-2	-1	-1.1	1	1	0
24	COc1ccc2[nH]c(C(=O)O)c(CCNC(=O)/C=C/c3ccc(O)c(OC)c3)c2c1
  4	0	3	-2	0.4	-7	3	-1.2	1	7	-1
25	CCCCN1C(=O)CC(Sc2ncccc2C(=O)O)C1=O (centres undefined)
  13	-6	-10	-18	-1.9	-1	6	0.1	-1	4	-2
26	CCOC(=O)c1cc2c(ccn2C)n1CC(=O)N1CCN(c2ccccc2)CC1
  7	-18	230	-10	0.1	-9	8	-0.5	0	-8	16
27	CC(=O)Nc1cccc(C(=O)OC(C)C(=O)NC2CCCc3ccccc32)c1 (centres undefined)
  -1	-1	15	-17	-0.4	0	4	-0.4	3	-10	-2
28	CC(C)=C1SC(N2CCN(c3cccc(Cl)c3)CC2)=NC1=O
  -4	-8	31	14	-0.1	-4	1	-1.9	3	-14	-2
29	O=c1ccc(-c2ccccc2)nn1Cc1ccc(F)cc1Cl
  1	2	-8	-29	16	-4	-6	-2.0	-10	-8	21
30	CCc1ccc(OCc2nnc(SCC(=O)NC3CCCCC3)o2)cc1
  6	11	-14	-17	-0.6	-3	-7	1.7	0	3	-2
31	Cc1cccc(N(C(=O)Cn2nnc(-c3ccccc3F)n2)C(C(=O)NC(C)(C)C)c2ccncc2)c1 (centres undefined)
  20	-14	9	-36	0.3	6	7	-1.9	2	-19	1
32	C=CCN(CC(=O)NCc1ccccc1)C(=O)c1csnn1
  -21	-7	-11	7	2.1	-3	-3	-1.3	1	-1	-3
33	O=C(NCc1ccccc1)C1CCCN(S(=O)(=O)c2ccc(Br)cc2)C1 (centres undefined)
  -5	-4	1	22	-1.8	-14	4	-2.0	-7	-19	-1
34	COc1ccc(OCc2nnc(SC3CCOC3=O)n2-c2ccccc2)cc1 (centres undefined)
  -9	-2	-2	-10	-1.1	-4	-1	-1.6	-8	-9	1
35	COc1ccccc1NC(=O)CN1CCN(C(=O)c2ccco2)CC1
  9	-14	17	1	1.2	0	-3	-0.2	-3	11	-2
36	CCOC(=O)C1=C(CC)OC(N)=C(C#N)C1c1ccc(OC)cc1OC (centres undefined)
  -4	-8	353	-12	1.0	-10	2	-1.3	-4	-11	2
37	CN(Cc1cnn(Cc2ccccc2)c1)C(=O)c1cccc(S(=O)(=O)N2CCOCC2)c1
  -2	-1	-12	nt	0.2	5	1	-2.7	-2	-1	0
38	COCCNCC(O)CON=C1c2ccccc2-c2ccccc21 (centres undefined)
  6	8	-15	-8	5.9	-13	-3	-0.7	7	4	0
39	NC1=NC(=O)/C(=C/c2cn(CCC(=O)O)nc2-c2ccc(Cl)cc2)S1
  2	-6	-10	5	-7.6	-10	4	-1.4	-3	-6	2
40	Cc1ccc2[nH]c(C)c(CCN(Cc3cccnc3)C(=S)NC(C)(C)C)c2c1
  3	-12	-2	-14	-0.3	-18	-2	-0.3	-1	-20	3

# Pulled by compound from the entries so far (three):
# Under each structure – Rtt109 HAT inh	RTF Ca sens inh	SUMO Mot1 rescue	PfHsp90 yeast 2	C-LANA FP	dFosB activator	cardiac RTF act	CDK5 p35 inh	Keap1-Nrf2 PPI	PvdQ inh	NSD2 HMT inh
35	COc1ccccc1NC(=O)CN1CCN(C(=O)c2ccco2)CC1
  9	-14	17	1	1.2	0	-3	-0.2	-3	11	-2
33	O=C(NCc1ccccc1)C1CCCN(S(=O)(=O)c2ccc(Br)cc2)C1 (centres undefined)
  -5	-4	1	22	-1.8	-14	4	-2.0	-7	-19	-1
39	NC1=NC(=O)/C(=C/c2cn(CCC(=O)O)nc2-c2ccc(Cl)cc2)S1
  2	-6	-10	5	-7.6	-10	4	-1.4	-3	-6	2

# The main list resumes, repeating the 3 entries before the break.
# Under each structure – Rtt109 HAT inh	RTF Ca sens inh	SUMO Mot1 rescue	PfHsp90 yeast 2	C-LANA FP	dFosB activator	cardiac RTF act	CDK5 p35 inh	Keap1-Nrf2 PPI	PvdQ inh	NSD2 HMT inh
38	COCCNCC(O)CON=C1c2ccccc2-c2ccccc21 (centres undefined)
  6	8	-15	-8	5.9	-13	-3	-0.7	7	4	0
39	NC1=NC(=O)/C(=C/c2cn(CCC(=O)O)nc2-c2ccc(Cl)cc2)S1
  2	-6	-10	5	-7.6	-10	4	-1.4	-3	-6	2
40	Cc1ccc2[nH]c(C)c(CCN(Cc3cccnc3)C(=S)NC(C)(C)C)c2c1
  3	-12	-2	-14	-0.3	-18	-2	-0.3	-1	-20	3
41	COc1cc(C(=O)NNC(=O)COc2ccc(Cl)cc2)ccc1OCC(=O)N1CCOCC1
  -6	-7	-2	-5	-0.6	-6	-1	-13	-3	-2	-3
42	Cc1ccc(Nc2cc(C)nc(NCc3ccccc3)n2)cc1
  13	-22	-27	4	0.6	?	-2	1.4	-1	4	-2
43	O=C(N/C(=C/c1cccnc1)C(=O)N1CCOCC1)c1ccccc1Br
  nt	-10	-3	-10	-0.6	-7	-2	-1.6	-4	-13	0
44	c1ccc2c(c1)nc(Nc1ccc3c(c1)OCO3)c1nnnn12
  -3	-10	-19	-36	-0.4	-4	0	1.3	-5	-14	1
45	CCOC(=O)CN1CC23C=CC(O2)C(C(=O)NCCc2ccccc2)C3C1=O (centres undefined)
  -2	-7	4	nt	-0.4	-3	-7	-0.1	0	4	nt
46	Cc1ccc(NC(=O)CN2C(=O)NC(C)(c3ccc4c(c3)OCO4)C2=O)cc1 (centres undefined)
  -2	-6	0	3	-2.7	-2	3	-2.1	-2	-16	0
47	O=C(c1ccco1)N1CCN(C(=O)C2CCN(S(=O)(=O)Cc3ccccc3)CC2)CC1
  6	-4	nt	-34	-1.0	-4	-1	0.5	-7	-13	-5
48	CCOC(=O)CN(c1cccc(C(C)=O)c1)S(C)(=O)=O
  1	1	-20	8	0.8	0	1	0.6	-4	0	1
